Source: PubChem BioAssay
ERK AVP inh = blocks ERK signaling stimulated by vasopressin | HEK293-V1b, vasopressin-stimulated pERK AlphaScreen | Potency, µM (highest dose often 57.5 µM), for inactives: at the top dose activity, negative = inhibition, actives largely listed as inhibitors | hit rate 0.99% among 72,000 | AID 995; note: potency is the fitted concentration of half-maximal effect; % is set by controls: 0 for no effect and ±100 for the full control effect; nearly all actives have a fitted effect of over 55% in size
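qHTS, compounds titrated on V1b-expressing HEK293 cells. Preincubation 30 min at 37C, vasopressin 25 nM for 5 min, lysis 10 min, bead incubation 5 hr at room temperature.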
GFP derepression = epigenetic modulators derepressing GFP locus in mouse cells; Potency, µM (highest dose often 46.1 µM), inactives show at the highest dose GFP derepression (activation); hit rate 0.09% among 68,000; mouse C127i GFP locus derepression, cytometry, 30 h; note: % of control where 0% means no effect
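Murine C127i mammary cells carrying a silenced, stably integrated CMV-driven GFP reporter were treated with compound for 30 hours at 37 C. After PBS washes, GFP-positive cells were counted by laser-scanning microplate cytometry.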
Pol III holo inh = DNA polymerase III holoenzyme inhibition; reconstituted DNA polymerase III holoenzyme replication, biochemical; Potency, µM (highest dose often 57.1 µM), inactives show at the highest dose activity change, negative = inhibition; hit rate 0.25% among 71,000; note: potency is the fitted concentration of half-maximal effect; % is set by controls: 0 for no effect and ±100 for the full control effect
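Reconstituted *E. coli* holoenzyme (0.35 nM Pol III, 1 nM beta, 154 nM SSB, 2 nM primase) was preincubated with compound for 15 min at RT. Synthesis on 1.4 nM ssM13Gori ran 35 min, then was stopped with PicoGreen/EDTA and read as dsDNA fluorescence.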
Hsp90 Hop PPI = changes Hsp90-Hop TPR2A binding signal, up or down; AlphaScreen TPR2A-His6 binding biotin-Hsp90 C-terminal peptide; Potency, µM (highest dose often 57 µM), for the others: top-dose activity change, negative = inhibition; hit rate 0.44% among 71,000; AID 595; active = well fitted curve in either direction with a large enough effect; inconclusive = small, poorly fitted or top-dose-only effect, or another doubt; note: potency is the fitted concentration of half-maximal effect; % is set by controls: 0 for no effect and ±100 for the full control effect; many of its hits are not listed in these tables
HBB splice mod = modulators of hemoglobin beta chain splicing; Potency, µM (titrated, usually from 46.1 µM), for inactives: at the top dose activation, usual class: activators; AID 925; HBB splicing reporter cell assay, activation; EGFP reporter with mutant IVS2-654 intron; response scale: normalised to 500 nM splice-correcting PNA; hit rate 0.06% among 65,000; note: potency is the fitted concentration of half-maximal effect; 0% is about no effect
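HeLa cells stably expressing EGFP interrupted by mutant beta-globin intron 2 (IVS2-654), 500/well in 2% FCS. Treated with compound for 2 days at 37C. Splicing correction scored as total well GFP intensity (488 nm excitation, 500-520 nm emission); 500 nM antisense PNA served as control.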
Tau fil binding = binds recombinant human tau filaments. P10636. recombinant tau filaments, thioflavin S fluorescence, 15 h; filaments grown with octadecylsulfate alongside compound. Potency, µM (doses to about 57.1 µM), without a hit: top-dose activity change, negative = inhibition. hit rate 2% among 71,000. AID 596;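 note: potency is the fitted concentration of half-maximal effect; % is set by controls: 0 for no effect and ±100 for the full control effect; actives lower thioflavin S fluorescence by blocking filaments or displacing dye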
Target sequence (P10636 whole entry, looked up): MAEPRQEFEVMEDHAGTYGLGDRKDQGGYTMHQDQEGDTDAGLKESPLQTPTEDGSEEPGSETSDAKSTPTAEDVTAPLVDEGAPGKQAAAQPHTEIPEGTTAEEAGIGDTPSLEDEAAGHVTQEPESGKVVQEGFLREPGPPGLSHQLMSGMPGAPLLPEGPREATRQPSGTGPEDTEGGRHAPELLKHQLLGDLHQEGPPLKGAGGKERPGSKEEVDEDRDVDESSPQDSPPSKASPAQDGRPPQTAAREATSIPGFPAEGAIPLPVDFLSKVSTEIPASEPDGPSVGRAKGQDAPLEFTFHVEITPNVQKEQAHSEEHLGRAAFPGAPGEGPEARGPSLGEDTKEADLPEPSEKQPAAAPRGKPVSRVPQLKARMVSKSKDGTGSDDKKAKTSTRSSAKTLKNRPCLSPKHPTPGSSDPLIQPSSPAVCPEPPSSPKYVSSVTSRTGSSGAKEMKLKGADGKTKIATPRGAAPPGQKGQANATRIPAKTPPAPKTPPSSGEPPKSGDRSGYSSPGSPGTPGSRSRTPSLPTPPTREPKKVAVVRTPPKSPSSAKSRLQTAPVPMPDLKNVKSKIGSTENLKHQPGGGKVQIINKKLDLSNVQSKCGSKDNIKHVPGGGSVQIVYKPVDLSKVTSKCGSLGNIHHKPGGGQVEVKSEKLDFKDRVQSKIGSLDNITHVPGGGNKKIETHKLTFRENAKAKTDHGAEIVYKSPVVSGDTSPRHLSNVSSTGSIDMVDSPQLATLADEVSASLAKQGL
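His-tagged recombinant human tau (exons 2, 3 and 10 included), 1 uM, was induced to fibrillize by 30 uM sodium octadecylsulfate with compound present. After 15 h at 37 C, thioflavine S fluorescence (ex 450, em 510 nm) was read.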
HADH2 inhib = HADH2 (human) dehydrogenase inhibition. Q99714. recombinant HADH2, NADH fluorescence, beta-hydroxybutyryl-CoA. Potency, µM (top dose mostly 57.1 µM), for inactives: at the highest dose activity change, negative = inhibition, hits mostly inhibitors. hit rate 3.4% among 73,000. AID 886; note: potency is the fitted concentration of half-maximal effect; % is set by controls: 0 for no effect and ±100 for the full control effect; nearly all actives have a fitted effect of over 60% in size; many of its hits are not listed in these tables
Target sequence (Q99714 whole entry, looked up, one chain of several): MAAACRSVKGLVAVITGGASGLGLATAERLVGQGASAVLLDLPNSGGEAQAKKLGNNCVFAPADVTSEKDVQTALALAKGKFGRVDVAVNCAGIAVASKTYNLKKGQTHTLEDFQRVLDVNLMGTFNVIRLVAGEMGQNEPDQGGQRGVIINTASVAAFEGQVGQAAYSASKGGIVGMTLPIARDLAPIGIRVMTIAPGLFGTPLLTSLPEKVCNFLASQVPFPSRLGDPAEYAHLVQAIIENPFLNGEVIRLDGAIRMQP
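NADH fluorescence (ex 360/em 450 nm) read every 30 s for 4 min; activity taken as last-minus-first time point difference. Enzyme 20 nM, NAD+ 1 mM, beta-hydroxybutyryl-CoA 90 uM, pH 9.0 Tris buffer.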
Ub-GFP proteasome = ubiquitin-GFP accumulation via proteasome inhibition; Potency, µM (titrated, usually from 45.9 µM), for inactives: at the top dose activation (GFP accumulation), most hits filed as activators; Ubiquitin-GFP reporter cells, proteasome inhibition, GFP fluorescence; response scale: untreated = 0%, 10 µM MG-132 = 100%; 67,000 tested, under 10 active; active = well fitted activation curve with a large enough effect, not every such curve was filed as active; inconclusive = small, poorly fitted or top-dose-only effect, or another doubt; inactive = no such curve, though single readings can be large or run the other way; note: potency is the fitted concentration of half-maximal effect
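U2OS cells expressing ubiquitin(G76V)-GFP, seeded overnight in 0.5% FBS medium, then treated 4 hr at 37 C across 46 uM to 2.9 nM. GFP-positive cells counted by laser cytometry (488 ex/515 em); %activity scaled between basal and 10 uM MG-132.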
FLuc inh = firefly luciferase inhibition. purified firefly luciferase, luminescence, 8 min. Potency, µM (top dose mostly 57.1 µM), inactives show at the top dose activity change, negative = inhibition, usual class: inhibitors. hit rate 2.2% among 72,000; note: potency is the fitted concentration of half-maximal effect; % is set by controls: 0 for no effect and ±100 for the full control effect; nearly all actives have a fitted effect of over 40% in size
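Substrate buffer containing 10 uM ATP (pH 7.2 imidazole, Mg2+, KCl, detergent, BSA) is dispensed, compound pinned in, then luciferase/luciferin detector mix added. After 8 min at ambient temperature, light output is measured.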
ALOX15 inhib = inhibitors of human 15-lipoxygenase (ALOX15); P16050; purified 15hLO-1, xylenol orange hydroperoxide absorbance; Potency, µM (highest dose often 57.1 µM), inactives show at the highest dose activity change, negative = inhibition, hits mostly inhibitors; hit rate 1.4% among 74,000; AID 887; note: potency is the fitted concentration of half-maximal effect; % is set by controls: 0 for no effect and ±100 for the full control effect; nearly all actives have a fitted effect of over 55% in size
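Purified human 15hLO-1 (40 nM) in 25 mM Hepes pH 7.5, 0.01% Triton X-100, preincubated 15 min RT with compound, then 50 uM arachidonic acid for 6 min. Hydroperoxide read by ferrous/xylenol orange, 30 min; 573/405 nm absorbance ratio gave progress.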
CRE Fsk mod = CRE-bla signaling modulation under forskolin stimulation | CHO CRE-bla reporter (cAMP response element driving beta-lactamase), forskolin EC10, beta-lactamase ratio | Potency, µM (doses to about 38.2 µM), without a hit: top-dose activity change, negative = inhibition, hits mostly activators | hit rate 2.5% among 71,000; active = well fitted activation curve with a large enough effect in the signal ratio, with a control signal flat, not every such curve was filed as active; inconclusive = small, poorly fitted or top-dose-only effect, or effect the other way, or a change in a side signal; the % refers to the signal ratio; note: potency is the fitted concentration of half-maximal effect; % of control where 0% means no effect
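CRE-bla CHO reporter cells treated with compound titration plus EC10 NKH 477 (water-soluble forskolin), incubated 3 h at 37 °C; CCF4 loading 2 h at room temperature, 460/530 nm emission ratio read, AC50 values derived for positive or negative modulators.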
* marks the source's active call; other numbers are inactive results; ? = inconclusive; nt = no result given; ! = not active in a repeat; [ ] = remark or other dose. Unless noted, calls come from the whole dose curve; as a rule, active = well fitted curve in the direction sought with a large enough effect; inconclusive = small, poorly fitted or top-dose-only effect, or another doubt; inactive = no such curve, though single readings can be large; an effect the other way counts as inactive or inconclusive. Only part of the results is shown (hit frequency here may not be typical).

Second line of a record: ERK AVP inh	GFP derepression	Pol III holo inh	Hsp90 Hop PPI	HBB splice mod	Tau fil binding	HADH2 inhib	Ub-GFP proteasome	FLuc inh	ALOX15 inhib	CRE Fsk mod
- COC(=O)C/C=C\[C@@H](C)[C@@H](/C=N\OC[C@@H](C)[C@H](OCc1ccccc1)C(C)C)OC
 : -5%[11.5 µM]	nt	nt	nt	0.0%[9.22 µM]	nt	-5%[11.4 µM]	nt	1%[11.4 µM]	5%[11.4 µM]	nt
- NC(=O)Cc1c[nH]c2cccc(O)c12
 : -27%	9%	1%	-1%	-0.8%	-4%	-11%	-5%	1%	-9%	-6%
- O=C(CS(=O)(=O)c1cn(Cc2cccc(F)c2)c2ccccc12)N1CCCCC1
 : 6%	2%	4%	-6%	-0.6%	35%	2%	1%	4%	9%	-8%
- CCC(=O)Nc1ccc(S(=O)(=O)N2CCc3ccccc3C2)cc1
 : -22%	5%	0%	2%	-1.2%	-7%	6%	-3%	1%	-26%	?
- CCOC(=O)N1CCN(CC(O)COCC2=CCC3CC2C3(C)C)CC1 (centres undefined)
 : -16%	-1%	0%	0%	-0.2%[57.5 µM]	-12%	0%	2%	2%	5%	5%
- COc1ccc(N(CC(=O)Nc2cccc(SC)c2)S(C)(=O)=O)cc1
 : -3%	0%	2%	2%	0.7%	-8%	-6%	13%	-3%	-3%	-6%
- CN(C)c1ccc(CNn2cnnc2SCc2ccc(F)cc2)cc1
 : -19%	2%	1%	-7%	0.8%[1.84 µM]	11%	10%	-6%	0%	-20%	?
- NC(=O)CSc1cn(CCNC(=O)c2cccs2)c2ccccc12
 : nt	nt	0%	0%	0.3%	4%	-6%	-4%	2%	-8%	?
- C/C=C/c1ccc(OCCSc2nc(C)cc(=O)[nH]2)c(OC)c1
 : -16%	3%	-4%	-5%	0.3%	0%	2%	5%	-22%	-8%	11%
- CCCCN(C)CCCNC(=O)CS(=O)Cc1nc(-c2ccc(OC)c(OC)c2)oc1C (centres undefined)
 : 1%	1%	-1%	3%	-3.5%	0%	-12%	16%	-2%	-3%	18%
- COc1cc(OC)cc(-c2nc3nc(C)c(CCC(=O)O)c(C)n3n2)c1
 : 7%	0%	-3%	-4%	-4.3%	-13%	-5%	17%	-1%	9%	?
- CN(C)C(=O)c1ccc(-c2nccc(N(C)Cc3ccco3)n2)cc1
 : -5%	0%[9.22 µM]	-1%	-2%	-1.4%	4%	-6%	2%	-1%[2.29 µM]	2%	19%
- CCOC(=O)c1c(-c2cccs2)csc1NC(=O)CN1CC(C)OC(C)C1 (centres undefined)
 : 11%	0%	-4%	14%	-0.2%[57.5 µM]	7%	-7%	2%	2%	-9%	2.5µM*
- C[C@@H](CN1c2ccccc2Sc2ccccc21)N(C)C
 : 7%[25.7 µM]	2%[20.6 µM]	-3%[25.6 µM]	0%[26 µM]	0.8%[20.6 µM]	13µM*!	?	13%[20.5 µM]	1%[25.5 µM]	16µM*!	-15%[17.1 µM]
- CCc1cc(Br)ccc1N1C(=O)C2CC=CCC2C1=O (centres undefined)
 : -2%	-2%	-6%[11.4 µM]	-1%[11 µM]	0.5%[0.0738 µM]	1%[11.4 µM]	-9%[11.4 µM]	5%[9.17 µM]	-2%	-2%[11.4 µM]	?
- COCCn1c(=O)c(-c2ccccc2)nc2cncnc21
 : -25%	0%[9.22 µM]	-5%	0%	-2.4%	1%	-20%	8%	2%[11.4 µM]	-20%	?
- COC(=O)[C@@]1(Cc2ccc(F)cc2)[C@H]2c3cc(C(=O)N(C)C)n(CCSCCO)c3C[C@H]2CN1C(=O)c1ccccc1
 : 22%	nt	4%	-5%	0.0%	4%	1%	nt	nt	nt	-23%
- O=C(O)CCC(=O)N(Cc1cccnc1)Cc1cccc(F)c1
 : 0%	0%	0%	-1%	0.2%[57.5 µM]	-14%	3%	1%	5%	1%	-10%
- c1ccc(Sc2nc(N3CCCCC3)nc(N3CCCCC3)n2)nc1
 : 12%	-3%	-11%[11.4 µM]	5%[11 µM]	-2.1%[0.0738 µM]	0%[11.4 µM]	0%[11.4 µM]	-5%[9.17 µM]	2%	-4%[11.4 µM]	?
- CC(=O)OC[C@@H]1O[C@H](CCO/N=C(\C)CCN2CCCCc3nc(C)c(C)cc32)C=C[C@@H]1OC(C)=O
 : 6%[11.5 µM]	nt	nt	nt	2.4%[9.22 µM]	nt	-2%[11.4 µM]	nt	0%[11.4 µM]	1%[11.4 µM]	nt
- CCc1ccccc1NC(=O)c1cnc2n(c1=O)CCS2
 : nt	nt	-3%	0%	0.3%	-1%	?	-1%	-1%	2%	?
- O=C(CCc1ccccc1)Nc1cc(Cl)ccc1O
 : ?	4%	1%	8%	-1.0%	-6%	0%	-9%	-13%	?	3%
- O=C(O)[C@@H]1CCCN[C@H]1C(=O)O
 : 13%	-1%	-2%	-6%	0.4%	-8%	-15%	-3%	-7%	5%	-6%
- Cc1ccc(N2C(=O)c3ccccc3C2O)nc1 (centres undefined)
 : 3%	nt	-1%	-2%[2.3 µM]	-0.6%	-1%	-2%	-3%	6.3µM*	12%	-4%
- Cn1cc(CN2CCN(c3ccccc3)CC2)c2ccccc21
 : -29%	3%	-2%	-10%	-1.7%	7%	17%	17%	0%	-3%	?
- CS(=O)(=O)N1CCN(c2ccccc2NC(=O)CSc2ccc(Cl)cc2)CC1
 : -5%	3%	3%	-4%	-0.3%	-2%	-19%	11%	-1%	-17%	?
- O=C(c1ccc(Br)o1)N1CCN(Cc2ccc3c(c2)OCO3)CC1
 : 19%	2%	2%	-6%	0.2%[57.5 µM]	0%	-11%	-5%	4%	6%	-9%
- Cc1ccc(S(=O)(=O)N2CCN(C(=O)C3COc4ccccc4O3)CC2)cc1C (centres undefined)
 : -19%	-1%	-8%	-8%	-3.0%	1%	9%	-1%	0%	-7%	-9%
- O=C(OCCNc1ncc(C(F)(F)F)cc1Cl)c1ccc(S(=O)(=O)N2CCOCC2)cc1
 : -14%	1%	?	12%	0.1%[57.5 µM]	59%	14%	1%	1%	-19%	9%
- CC(=O)OC[C@H]1O[C@@H](n2ccc(=O)[nH]c2=S)C(OC(C)=O)C1OC(C)=O (some centres undefined)
 : 13%	-3%	0%	-4%	0.8%	9%	3%	4%	-1%	3%	?
- CCOc1ccccc1NC(=O)CN(c1cc(C)cc(C)c1)S(=O)(=O)c1c(C)noc1C
 : -10%	-2%	-12%	0%	0.0%	-4%	7%	10%	2%	4%	0%
- O=C(NCc1ccco1)Nc1ccccc1Cl
 : ?	3%	1%	-8%	-1.3%	-3%	0%	-2%	-7%	5%	21%
- COc1ccc(NC(C)=O)c2nc(C)c(C)nc12
 : -16%	-1%	-6%	-2%	2.9%	0%	0%	5%	1%	3%	?
- CC(C(=O)Nc1cccnc1)N1C(=O)c2ccccc2C1=O (centres undefined)
 : -20%	5%	?	?	-0.1%[57.5 µM]	-6%	27%	3%	1%	?	-4%
- COc1ccc(S(=O)(=O)NCC(c2cccnc2)N2CCN(C)CC2)cc1C (centres undefined)
 : nt	nt	-4%	-4%	0.1%	-6%	0%	-12%	3%	3%	-5%
- NCCCCCc1nnc(SCc2cccc(Cl)c2)o1
 : -3%	4%	1%	-1%	0.2%[57.5 µM]	-2%	6%	4%	2%	3%	-8%
